Bioassay records (PubChem BioAssay)
VP16 counter: counter-screen for ROR gamma inhibitors: Gal4-VP16 reporter | Drosophila S2 Gal4-VP16 UAS-luciferase, luminescence, 20 h | 310,000 compounds, 3.5% hits | Potency, µM (top dose mostly 53.6 µM), without a hit: top-dose activity, negative = inhibition, most hits filed as inhibitors;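 note: Gal4-VP16 expression switched on by copper sulfate through the metallothionein promoter; nearly all actives have a fitted effect of over 50% in size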
RORgamma inh: inhibitors of mouse ROR gamma transcriptional activity; AID 2551; 310,000 compounds, 5.4% hits; P51450; Drosophila S2 Gal4-RORgamma UAS-luciferase reporter, 20 h; Potency, µM (doses to about 53.6 µM), without a hit: at the highest dose activity change, negative = inhibition, hits mostly inhibitors; note: nearly all actives have a fitted effect of over 60% in size
Target sequence (P51450 whole entry, looked up, the tested form may be a part): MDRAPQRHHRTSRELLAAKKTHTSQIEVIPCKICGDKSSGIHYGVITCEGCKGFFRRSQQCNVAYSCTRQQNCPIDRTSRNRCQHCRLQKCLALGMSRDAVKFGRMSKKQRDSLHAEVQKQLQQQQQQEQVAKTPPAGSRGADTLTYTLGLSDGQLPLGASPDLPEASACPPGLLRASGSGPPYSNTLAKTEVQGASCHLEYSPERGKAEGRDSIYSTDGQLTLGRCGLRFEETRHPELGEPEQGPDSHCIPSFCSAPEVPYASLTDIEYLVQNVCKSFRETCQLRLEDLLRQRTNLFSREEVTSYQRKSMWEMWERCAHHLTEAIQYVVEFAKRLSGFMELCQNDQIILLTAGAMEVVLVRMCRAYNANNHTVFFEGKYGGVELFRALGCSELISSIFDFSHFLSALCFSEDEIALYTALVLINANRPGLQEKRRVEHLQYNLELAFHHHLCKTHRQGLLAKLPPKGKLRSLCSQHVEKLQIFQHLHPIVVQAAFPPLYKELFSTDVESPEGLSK
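ROR gamma transcriptional activity was tracked as Gal4-UAS luciferase output in stably transfected Drosophila Schneider cells, with compound added 1 hr before 700 uM copper sulfate induction and a 20 hr ambient-temperature incubation.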
Active calls of the source: *; ? = inconclusive; & = joins results of further samples; [ ] = remark or other dose. Calls come from the whole dose curve; as a rule, active = well fitted curve in the direction sought with a large enough effect; inconclusive = small, poorly fitted or top-dose-only effect, or another doubt; inactive = no such curve, though single readings can be large; an effect the other way counts as inactive or inconclusive. % is set by controls: 0 for no effect and ±100 for the full control effect; potency is the fitted concentration of half-maximal effect. Only part of the results is shown. The share of hits here may be higher or lower than overall.

The first 2 records (preview)
SMILES	VP16 counter	RORgamma inh
C/C=C(\C)C(=O)OC1[C@@H]2C=C3C4CC(=O)OC(c5ccoc5)[C@]4(C)CCC3[C@@](C)(C2=O)C(C(O)C(=O)OC)C1(C)C (some centres not stated)	0%	1%
CN1CCN(C2=Cc3ccccc3Oc3ccc(Cl)cc32)CC1	-6%	-18%

The listing (from the top)
SMILES	VP16 counter	RORgamma inh
C/C=C(\C)C(=O)OC1[C@@H]2C=C3C4CC(=O)OC(c5ccoc5)[C@]4(C)CCC3[C@@](C)(C2=O)C(C(O)C(=O)OC)C1(C)C (some centres not stated)	0%	1%
CN1CCN(C2=Cc3ccccc3Oc3ccc(Cl)cc32)CC1	-6%	-18%
CCOC(=O)CCN1C(=O)[C@H]2[C@H]3[C@H](O)[C@H](O)C/C(=N/OCc4ccccc4)[C@H]3CC[C@@H]2C1=O	2%[10 µM]	-8%[10 µM]
O=C(c1cnccn1)N1CCC[C@@]2(CCN(c3cccc(-c4ccccc4)c3)C2)C1	-4%	9%
C[C@@](N)(Cc1ccc(O)cc1)C(=O)O	0%	-14%
O=c1c(-c2ccccc2)nc2cncnc2n1Cc1ccccc1	5%	16%
COc1ccc(C(=O)N2CCC3(CCCN(c4cccc(-c5ccccc5)c4)C3)CC2)cc1	3%	18%
C[C@@H](C(=O)NCCF)[C@H]1C[C@]1(C)[C@H](NC(=O)OCc1ccccc1)c1ccccc1	1%	7%
COc1cc2oc(-c3ccccc3)cc(=O)c2cc1O	0%	25%
COCCNc1nc(C)nc2c1nc(-c1ccccc1)n2CCN1CCCC1	-11%	-9%
CC(C)OC(=O)[C@H]1O[C@H](CCCCOCc2ccccc2)[C@@H](C)[C@H]2O[C@H]21	4%	-3%
CN(C)C(=O)c1ccc(-c2cncnc2NCc2cccs2)cc1	-3%	-12%
COC(=O)[C@H]1C[C@@H]1[C@H](NC(=O)Oc1ccc(F)cc1)c1ccccc1	-8%	-32%
O=C(O)c1sccc1S(=O)(=O)Nc1ccccc1N1CCCCC1	10%	26%
O=C(/C=C/c1ccc(O)c(O)c1)c1ccc(O)cc1O	0%	-43%
COc1ccc(COC(=O)N/N=C2/C[C@@H](O)[C@@H](O)[C@@H]3[C@@H]4C(=O)N([C@@H](C)c5ccccc5)C(=O)[C@H]4CC[C@@H]23)cc1	3%[10 µM]	3%[10 µM]
CC(C)(C)OC(=O)NCCCCC1=CC2=CC(=O)C(C)(OC(=O)c3cccs3)C(=O)C2=CO1 (configuration not stated)	-16%	13%
NC1(C(=O)O)C[C@H](C(=O)O)[C@H](C(=O)O)C1 (some centres not stated)	-6%	15%
C/C=C(\C)C(=O)O[C@H]1C[C@@]2(C)CCC(C(C)C)C2(O)CC[C@@]1(C)O (some centres not stated)	11%	2%
COCC1=Cc2cc3c(cc2C(C(C(=O)OC)C(=O)OC)N1C(=O)OC)OCO3 (configuration not stated)	-5%	1%
COC(=O)C1=C[C@@H](C(=O)OC)[C@@H]2C3=C(C(=O)[C@]2(C)NC(=O)c2ccccc2)[C@H](C)[C@@H]2C(=O)NC(=O)[C@@H]2[C@@H]3C1	2%	-12%
CCCCCC1=C2CNC(Cc3ccccc3)(C(=O)OC)C=C2C(C)C1=O (configuration not stated)	-8%	3%
COc1cc(N)c(Cl)cc1C(=O)CCC1CCN(CCNS(C)(=O)=O)CC1	4%	-9%
CCCC=O	-9%	13%
O=C(O)c1ccc(S(=O)(=O)N[C@H](Cc2ccccc2)C(=O)O)cc1	-11%	-17%
COc1ccc(C(=O)N2CCC3(CCCN(Cc4ccc(C#N)cc4)C3)CC2)cc1	-8%	18%
O=C1[C@H]2[C@H]3[C@H](O)[C@H](O)C/C(=N/OCc4ccccc4)[C@@H]3CC[C@@H]2C(=O)N1C[C@@H]1CCCO1	-2%[10 µM]	-4%[10 µM]
O=S(=O)(Nc1cccc2cccnc12)c1ccc(Br)cc1	1.3µM*	0.56µM*
COC(=O)c1nnc(SC)nc1C(=O)OC	-3%	-18%
Cc1cn(C2CC3OCC(NC(=O)C(NC(=O)OC(C)(C)C)C(C)OCc4ccccc4)C3O2)c(=O)[nH]c1=O (configuration not stated)	4%	6%
CCNc1ncc2nc(-c3ccc(F)cc3)c(=O)n(CCc3ccccc3)c2n1	-6%	4%
NCCC(O)C(=O)NC1C[C@@H](N)[C@H](O[C@@H]2OC(CN)C(O)C(O)C2O)C(O)[C@H]1O[C@H]1OC(CO)C(O)C(N)C1O (some centres not stated)	3%	17%
COc1ncc2nc(-c3ccc(F)cc3)c(=O)n(C3CC3)c2n1	-8%	-25%
COCC(=O)N1CCC2(CCCN(c3ncccn3)C2)CC1	-3%	0%
COc1ccccc1CNc1ccnc(-c2c(C)noc2C)n1	0%	10%
CC(C)[C@@H]1NC(=O)[C@@H](Cc2ccccc2)NC(=O)[C@H](CC(=O)O)NC(=O)CNC(=O)[C@H](CCCN=C(N)N)NC1=O	-6%	9%
COc1ccc(-n2c(=O)c(C)nc3cnc(Oc4cccc(Cl)c4)nc32)cc1	-9%	16%
O=C(O)c1ccc(NS(=O)(=O)c2ccsc2C(=O)O)c(O)c1	-4%	-14%
COc1ccc(C2c3cc(OC)c(OC)cc3Cc3c4cc(OC)c(OC)cc4cc[n+]32)cc1OC (configuration not stated)	0%	4%
CCC(Nc1ncnc2ccc(-c3c(C)noc3C)cc12)c1ccccc1 (configuration not stated)	?	?
Cc1cc(=O)oc2cc(O)c(O)cc12	-5%	-20%
COc1cc(-c2oc3cc(O)cc(O)c3c(=O)c2O[C@@H]2O[C@H](CO)[C@@H](O)[C@H](O)[C@H]2O)cc(OC)c1O	-3%	-13%
O=C(N/N=C1/C[C@@H](O)[C@@H](O)[C@@H]2[C@@H]3C(=O)N(Cc4ccc5c(c4)OCO5)C(=O)[C@H]3CC[C@@H]12)OCc1ccccc1	-11%[10 µM]	11%[10 µM]
COC(=O)[C@H](Cc1ccccc1)NC(=O)C/C=C\[C@@H](C)[C@@H](CO)OC	4%[10 µM]	16%[10 µM]
CCNc1ncc2nc(-c3ccc(OC)cc3)c(=O)n(CCOC)c2n1	-6%	-11%
CC(C)=CC(=O)Oc1ccc(C(=O)N(C)c2ccccc2I)cc1	22%	33%
COC(=O)C1=C(C)N(Cc2ccccc2)C2=C3C(=O)N(C)C(=O)C3[C@@](O)(C(=O)OC)C(=O)N2C1c1ccccc1 (some centres not stated)	-7%&0%[10 µM]	6%&-16%[10 µM]
CCOC(=O)CCN1C(=O)[C@H]2[C@H]3[C@H](O)[C@H](O)C/C(=N/OCC(C)C)[C@@H]3CC[C@@H]2C1=O	1%[10 µM]	9%[10 µM]
COc1ccc(COC(=O)N/N=C2/C[C@@H](O)[C@@H](O)[C@@H]3[C@@H]4C(=O)N(C5CCCCC5)C(=O)[C@H]4CC[C@H]23)cc1	10%[10 µM]	6%[10 µM]
COc1cccc(-c2ccc3ncnc(N(C)C)c3c2)c1	16%	-33%
CC(=O)/C(C)=N\O	-21%	10%
COc1ccc(O[C@H]2C=C[C@@H](c3ccccc3)O[C@H]2CO/N=C(/C)CCC(=O)OC[C@@H]2O[C@H](c3ccccc3)C=C[C@@H]2Oc2ccc(OC)cc2)cc1	-3%[10 µM]	26%[10 µM]
CC[C@H](C)[C@H](NC(=O)CNC(=O)[C@H](C)NC(=O)[C@H](C)N)C(=O)NCC(=O)N[C@H](C(=O)N[C@@H](CC(C)C)C(=O)N[C@H](C(=O)N[C@H](C(=O)O)C(C)C)[C@@H](C)O)[C@@H](C)CC	3%	12%
O=C(O)c1ccc(C(=O)O)cc1	5%	5%
N#Cc1cccc(NC(=O)N2CCCC3(CCN(S(=O)(=O)c4ccccc4)CC3)C2)c1	-4%	11%
CC[C@@H](c1ccccc1)n1c(=O)n2n(c1=O)[C@H]1[C@H](O)[C@H]3O[C@@H]3/C(=N/OC[C@@H](O)COCc3ccco3)[C@@H]1CC2	-2%[10 µM]	-1%[10 µM]
OC[C@@H]1O[C@@H](n2cnc3c(NC4CCCC4)ncnc32)[C@H](O)[C@H]1O	1%	12%
CCc1cc2c(nc1CC)CCN(CC/C(C)=N/O[C@@H](C)CN1CCCc3nc(C)c(C)cc31)C2	6%[10 µM]	0%[10 µM]
COP1(=O)CC(O)C(O)C(COCc2ccccc2)O1 (configuration not stated)	-6%	-17%
OC[C@@H]1[C@@H](c2ccc(F)cc2)C(c2ccc(F)cc2)=NN1c1ccccc1	-20%	42%

Laid out differently: results already given.
SMILES | VP16 counter | RORgamma inh
CC(C)=CC(=O)Oc1ccc(C(=O)N(C)c2ccccc2I)cc1 | 22% | 33%
COC(=O)C1=C(C)N(Cc2ccccc2)C2=C3C(=O)N(C)C(=O)C3[C@@](O)(C(=O)OC)C(=O)N2C1c1ccccc1 (some centres not stated) | -7%&0%[10 µM] | 6%&-16%[10 µM]
CCOC(=O)CCN1C(=O)[C@H]2[C@H]3[C@H](O)[C@H](O)C/C(=N/OCC(C)C)[C@@H]3CC[C@@H]2C1=O | 1%[10 µM] | 9%[10 µM]
COc1ccc(COC(=O)N/N=C2/C[C@@H](O)[C@@H](O)[C@@H]3[C@@H]4C(=O)N(C5CCCCC5)C(=O)[C@H]4CC[C@H]23)cc1 | 10%[10 µM] | 6%[10 µM]
COc1cccc(-c2ccc3ncnc(N(C)C)c3c2)c1 | 16% | -33%
CC(=O)/C(C)=N\O | -21% | 10%
COc1ccc(O[C@H]2C=C[C@@H](c3ccccc3)O[C@H]2CO/N=C(/C)CCC(=O)OC[C@@H]2O[C@H](c3ccccc3)C=C[C@@H]2Oc2ccc(OC)cc2)cc1 | -3%[10 µM] | 26%[10 µM]
CC[C@H](C)[C@H](NC(=O)CNC(=O)[C@H](C)NC(=O)[C@H](C)N)C(=O)NCC(=O)N[C@H](C(=O)N[C@@H](CC(C)C)C(=O)N[C@H](C(=O)N[C@H](C(=O)O)C(C)C)[C@@H](C)O)[C@@H](C)CC | 3% | 12%
O=C(O)c1ccc(C(=O)O)cc1 | 5% | 5%
N#Cc1cccc(NC(=O)N2CCCC3(CCN(S(=O)(=O)c4ccccc4)CC3)C2)c1 | -4% | 11%
CC[C@@H](c1ccccc1)n1c(=O)n2n(c1=O)[C@H]1[C@H](O)[C@H]3O[C@@H]3/C(=N/OC[C@@H](O)COCc3ccco3)[C@@H]1CC2 | -2%[10 µM] | -1%[10 µM]
OC[C@@H]1O[C@@H](n2cnc3c(NC4CCCC4)ncnc32)[C@H](O)[C@H]1O | 1% | 12%
CCc1cc2c(nc1CC)CCN(CC/C(C)=N/O[C@@H](C)CN1CCCc3nc(C)c(C)cc31)C2 | 6%[10 µM] | 0%[10 µM]
COP1(=O)CC(O)C(O)C(COCc2ccccc2)O1 (configuration not stated) | -6% | -17%
OC[C@@H]1[C@@H](c2ccc(F)cc2)C(c2ccc(F)cc2)=NN1c1ccccc1 | -20% | 42%

The results go on.
SMILES	VP16 counter	RORgamma inh
Nc1ccccc1C(=O)CC(N)C(=O)O (configuration not stated)	28µM*	13µM*
CC(C)=CCC/C(C)=C/CC/C(C)=C/CC/C(C)=C/CC/C(C)=C/CC/C(C)=C/CC/C(C)=C/CC/C(C)=C/CC/C(C)=C/CO	6%&3%	1%&12%
CN(C)c1ccc(N=NS(=O)(=O)O)cc1	0%	-6%
C=CCOC(=O)N[C@H](/C(C(=O)OC)=C(\C)NCc1ccccc1)c1cccc(F)c1	-25%	-3%
COc1ccc(C2CC(=O)Oc3ccc(O)cc32)cc1 (configuration not stated)	-2%[96.6 µM]	3%[96.6 µM]
COC(=O)[C@@]1(Cc2ccc(F)cc2)[C@H]2c3cc(C(=O)N(C)C)n(Cc4ccc(O)c(OC)c4)c3C[C@H]2CN1C(=O)c1ccccc1	-7%	?
COc1ccc(SCC(Cc2ccccc2)N2CCN(C)CCC2=O)cc1 (configuration not stated)	0%	5%
CCCCN1CCC2C=CCC(C(=O)O)C2C1=O (configuration not stated)	-3%	?
